# Compound activity as filed in PubChem.
# MBNL1 CUG block = qHTS Assay for Inhibitors of MBNL1-poly(CUG) RNA binding; Muscleblind-like protein 1 (Homo sapiens), Q9NR56; TR-FRET MBNL1-His/biotin-(CUG)12 binding, 665/545 ratio; Potency, µM (top dose mostly 57.5 µM), for inactives: top-dose activity change, negative = inhibition, hits mostly inhibitors; actives 0.036% (n = 280,000); active = well fitted inhibition curve with a large enough effect in the signal ratio, with a control signal flat, not every such curve was filed as active; inconclusive = small, poorly fitted or top-dose-only effect, or effect the other way, or a change in a side signal; inactive = no such curve, though single readings can be large or run the other way; the % refers to the signal ratio; also: % is scaled to controls: 0 for no effect and ±100 for the full control effect
# Target sequence (Q9NR56 whole entry, looked up): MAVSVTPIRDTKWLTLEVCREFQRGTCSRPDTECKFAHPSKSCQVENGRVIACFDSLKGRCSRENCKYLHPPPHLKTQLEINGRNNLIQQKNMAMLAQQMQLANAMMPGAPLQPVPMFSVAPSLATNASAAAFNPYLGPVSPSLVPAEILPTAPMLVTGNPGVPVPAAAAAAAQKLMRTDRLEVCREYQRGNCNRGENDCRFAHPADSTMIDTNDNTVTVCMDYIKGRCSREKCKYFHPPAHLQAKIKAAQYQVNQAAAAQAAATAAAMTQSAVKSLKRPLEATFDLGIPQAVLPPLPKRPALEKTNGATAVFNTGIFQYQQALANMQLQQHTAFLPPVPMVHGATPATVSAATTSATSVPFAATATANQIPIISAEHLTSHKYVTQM
#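 Inhibition of protein-RNA binding appears as loss of TR-FRET between terbium anti-His antibody on MBNL1-His and streptavidin-XL665 on biotin-(CUG)12. Activity is normalized to buffer-only and uninhibited-complex controls.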
# NPC1 promoter act = qHTS Assay for NPC1 Promoter Activators; Huh7 NPC1 promoter luciferase reporter, 24 h; Potency, µM (series often up to 9.22 µM), without a hit: top-dose activation, hits mostly activators; actives 2.4% (n = 320,000); AID 485313, 2010;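 also: % of control where 0% means no effect; nearly all actives have a fitted effect of over 60% in size; reporter is driven by a mutant NPC1 promoter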
#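 Huh7 reporter cells (NPC1 promoter driving luciferase) are dosed with compound for 24 h at 37 °C, 5% CO2; luciferase detection reagent is then added and luminescence measured after 10 min at ambient temperature.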
# RORg inh = qHTS for inhibitors of ROR gamma transcriptional activity; actives 5.4% (n = 310,000); Nuclear receptor ROR-gamma (Mus musculus), P51450; Drosophila S2 Gal4-RORgamma UAS-luciferase reporter, 20 h; Potency, µM (top dose mostly 53.6 µM), for the others: at the highest dose activity change, negative = inhibition, actives largely listed as inhibitors; also: % is scaled to controls: 0 for no effect and ±100 for the full control effect; nearly all actives have a fitted effect of over 60% in size
#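 Drosophila Schneider cells stably carrying a metallothionein-driven Gal4 DBD–ROR gamma fusion and a UAS-Photinus luciferase reporter were exposed to compound for 1 hr, then induced with copper sulfate (700 uM final) for 20 hr at ambient temperature before luminescence reading.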
# uPA generation = qHTS for Inhibitors of Cell Surface uPA Generation. cell surface uPA generation assay, qHTS. Potency, µM (doses to about 38.3 µM), for inactives: at the top dose activity change, negative = inhibition, usual class: inhibitors. actives 0.31% (n = 330,000); active = well fitted inhibition curve with a large enough effect; inconclusive = small, poorly fitted or top-dose-only effect; inactive = no such curve, though single readings can be large or run the other way; tested in mouse RAW 264.7 cells; also: % is scaled to controls: 0 for no effect and ±100 for the full control effect; nearly all actives have a fitted effect of over 55% in size
# BRCA1 expr act = qHTS Assay to Identify Small Molecule Activators of BRCA1 Expression; MCF7-BRCA1-FFLuc reporter, luminescence, 48 h; response scale: scaled: vehicle 0%, 10 µM genistein 100%; Potency, µM (top dose mostly 46.1 µM), for the others: at the top dose activation, actives largely listed as activators; actives 1.1% (n = 380,000); AID 624202, 2012; also: nearly all actives have a fitted effect of over 80% in size; some results filed as inactive show a strong effect at the top dose
#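 Quantitative HTS in MCF7 cells stably reporting BRCA1 expression via firefly luciferase. Compound treatment lasts 48 h at 37 °C in phenol-red free MEM. Activation is expressed relative to genistein at 10 microM and DMSO.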
# p53 reactivator = qHTS assay for re-activators of p53 using a Luc reporter. H1299 p53-A138V BP100-luciferase reporter, luminescence, 24 h. actives 0.063% (n = 320,000). Potency, µM (doses to about 92.2 µM), for the others: at the highest dose activity change, positive = activation, usual class: activators; also: % of control where 0% means no effect; nearly all actives have a fitted effect of over 45% in size
#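 H1299 (p53-null), stable ts p53-A138V + BP100-Luc; 1000 cells/well, Opti-MEM/10% FBS; cpd 4 pt, 1:5; 24 h, 37 deg C, 5% CO2; detection reagent 10 min RT; luminescence.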
# Rab9 prom act = qHTS Assay for Rab9 Promoter Activators; Huh7 Rab9 promoter-luciferase reporter, luminescence, 24 h; Potency, µM (top dose mostly 9.22 µM), inactives show top-dose activation, negative = inhibition, usual class: activators; actives 2.8% (n = 320,000); AID 485297, 2010; also: % of control where 0% means no effect; nearly all actives have a fitted effect of over 60% in size
#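 Luminescence read-out: Huh7 cells stably expressing Rab9-luciferase, treated 24 h with compound at 37 °C, then lysed with luciferase reagent for 10 min at ambient before reading.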
# ELG1 genotox = qHTS screen for small molecules that induce genotoxicity in human embryonic kidney (HEK293T) cells expressing luciferase-tagged ELG1; actives 1.3% (n = 330,000); HEK293T ELG1-luciferase reporter, luminescence, 16 h; AID 504466, 2011; Potency, µM (doses to about 46 µM), for the others: at the highest dose activity change, positive = activation, actives largely listed as activators; also: % of control where 0% means no effect; nearly all actives have a fitted effect of over 60% in size
#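 Step 1: seed 2,000 HEK293T ELG1-luciferase cells per well. Step 2: add compound or DMSO, incubate 16 hr at 37 °C. Step 3: ONE-Glo, 30 min at room temperature, read luminescence.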
# FLuc counter = qHTS profiling assay for firefly luciferase inhibitor/activator using purifed enzyme and Km concentrations of substrates (counterscreen for miR-21 project). AID 588342, 2011. Luciferin 4-monooxygenase (Photinus pyralis), P08659. Potency, µM (doses to about 57.5 µM), for the others: at the top dose activity change, negative = inhibition, most hits filed as inhibitors. actives 6.9% (n = 360,000). purified FLuc, Km substrates, luminescence inhibition;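 also: plate controls were vehicle for no effect and reference inhibitor for full effect; nearly all actives have a fitted effect of over 55% in size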
# Target sequence (P08659 whole entry, looked up): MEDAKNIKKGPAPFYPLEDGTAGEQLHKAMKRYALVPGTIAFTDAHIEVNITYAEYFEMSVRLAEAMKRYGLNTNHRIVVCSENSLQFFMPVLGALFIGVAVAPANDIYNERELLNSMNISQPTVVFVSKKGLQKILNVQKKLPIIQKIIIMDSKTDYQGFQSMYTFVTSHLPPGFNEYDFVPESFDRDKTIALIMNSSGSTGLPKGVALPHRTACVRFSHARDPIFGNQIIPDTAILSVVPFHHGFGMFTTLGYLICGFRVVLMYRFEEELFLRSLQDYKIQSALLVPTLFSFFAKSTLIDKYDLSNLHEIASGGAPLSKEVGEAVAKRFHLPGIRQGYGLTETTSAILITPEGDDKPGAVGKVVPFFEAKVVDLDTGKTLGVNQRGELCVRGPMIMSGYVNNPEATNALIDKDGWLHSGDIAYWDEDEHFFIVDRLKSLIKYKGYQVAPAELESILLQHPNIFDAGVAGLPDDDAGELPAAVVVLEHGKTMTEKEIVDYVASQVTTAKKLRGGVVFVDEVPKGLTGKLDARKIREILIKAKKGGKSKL
#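 Biochemical qHTS of compounds, final roughly 60 µM downward over six points, against 10 nM purified firefly luciferase using Km concentrations of substrates (10 uM D-luciferin, 10 uM ATP) in Tris acetate pH 7.5 buffer; luminescence output.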
# VP16 counter = VP16 counterscreen qHTS for inhibitors of ROR gamma transcriptional activity. Drosophila S2 Gal4-VP16 UAS-luciferase, luminescence, 20 h. Potency, µM (doses to about 53.6 µM), inactives show at the top dose activity, negative = inhibition, hits mostly inhibitors. actives 3.5% (n = 310,000);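 also: Gal4-VP16 expression switched on by copper sulfate through the metallothionein promoter; % is scaled to controls: 0 for no effect and ±100 for the full control effect; nearly all actives have a fitted effect of over 50% in size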
# Active calls of the source: *; u = inconclusive; x = not tested or not shown; [ ] = remark or other dose. Unless noted, calls follow the shape of the dose curve; as a rule, active = well fitted curve in the direction sought with a large enough effect; inconclusive = small, poorly fitted or top-dose-only effect, or another doubt; inactive = no such curve, though single readings can be large; an effect the other way counts as inactive or inconclusive. Potency is read from the fitted curve at half-maximal effect.
no.	mol	MBNL1 CUG block	NPC1 promoter act	RORg inh	uPA generation	BRCA1 expr act
1	COc1cccc(/C=N/NC(=O)N/N=C/c2cccc(OC)c2O)c1O	u	-2%	-23%	-9%	-32%
2	COc1cccc(N/C(SCc2cccc([N+](=O)[O-])c2)=C(/C#N)C(N)=O)c1	u	-1%	u	-21%	1%
3	O=C(Nc1ccccc1N1CCN(C(=O)c2ccccc2)CC1)c1cc(Br)ccc1Cl	-2%	-2%	-7%	-10%	-71%
4	COc1ccc(/C=C(\NC(=O)c2cccs2)C(=O)Nc2ccc(C)cc2)cc1OC	1%	-2%	18%	1%	-13%
5	COc1nccnc1NS(=O)(=O)c1ccc(NC(=S)NC(=O)c2cccnc2)cc1	-12%	2%	-2%	4%	-18%
6	CCCOc1ccc(/C=N/NC(=O)CN2CCCCC2)cc1OCC	7%	3%	16%	5%	-4%
7	Cc1ccc(C2=NN(CC(=O)NCc3cccs3)C(=O)CC2)cc1	0%	6%	14%	7%	5%
8	CCOC(=O)c1ccccc1NC(=O)COc1coc(CN2CCc3ccccc32)cc1=O	x	-1%	x	22%	-18%
9	C#CCOCCOCCOCCNc1nc(N2CCN(C(=O)[C@H](CCC(=O)O)n3cc(C(N)[C@H](C)CC)nn3)CC2)nc(N2CCN(C(=O)[C@H](Cc3ccc(O)cc3)n3cc(C(N)[C@H](C)CC)nn3)CC2)n1 (stereo partly specified)	-26%	1%	-6%	-10%	-11%
10	Cc1cc(C)c(OCCNCc2ccccc2)c(C)c1	-8%	-5%	25%[1.91 µM]	0%	-13%

no.	p53 reactivator	Rab9 prom act	ELG1 genotox	FLuc counter	VP16 counter
1	21%	-3%	-7%	4.3µM*	4%
2	-14%	1%	-10%	u	-20%
3	-1%	-11%	1%	1%	-10%
4	0%	-7%	-4%	4%	-4%
5	-2%	0%	-1%	-1%	2%
6	0%	0%	-11%	7%	-3%
7	-2%	0%	1%	-7%	-5%
8	-7%	0%	-9%	0%	x
9	1%	0%	7%	1%	-14%
10	-7%	4%	-7%	-1%	-5%

# Next part:
no.	mol	MBNL1 CUG block	NPC1 promoter act	RORg inh	uPA generation	BRCA1 expr act
11	CCOC(=O)c1cc(C)n(CCCN2CCOCC2)c1C	-6%	-6%	-11%	4%	-6%
12	Cn1c2ccc(CC(=O)O)cc2c2cc(CC(=O)O)ccc21	-5%	0%	7%	14%	-14%
13	O=[N+]([O-])c1cccc(C2NCC(c3ccccc3Cl)c3c2[nH]c2ccccc32)c1 (stereo unspecified)	x	-20%	14%	11%	-59%
14	CCn1c(SCC(=O)N2CCCC2)nnc1-c1ccc(S(=O)(=O)N2CCCCCC2)cc1	4%	-10%	26%	-2%	-18%
15	Cc1ccc(C)c(NC(=O)c2nc(-c3ccccc3)n(-c3ccccc3)n2)c1	1%	1%	u	-5%	-32%
16	COc1ccc(S(=O)(=O)NC2CC(C)(C)NC(C)(C)C2)c(C)c1C	5%	2%	-13%	x	x
17	COc1ccc(C(=O)NC(=S)NCc2cccnc2)cc1[N+](=O)[O-]	u	-6%	-30%	2%	-15%
18	Cc1cccc(C(=O)Nc2ccc3c(c2)C(=O)NC3=O)c1	13%	-1%	28%	-12%	1%
19	Cc1ccc(NC(=O)CSc2nc3[nH]ncc3c(=O)[nH]2)c(C)c1	-7%	-6%	3%	-3%	-1%
20	Cc1ccc(NC(=O)C2C3CCC(O3)C2C(=O)O)c(Br)c1 (stereo unspecified)	-4%	5%	x	-9%	37%

no.	p53 reactivator	Rab9 prom act	ELG1 genotox	FLuc counter	VP16 counter
11	-3%	2%	1%	1%	-3%
12	8%	3%	6%	2%	7%
13	2%	4%	-5%	1%	3%
14	1%	1%	-4%	3%	-5%
15	9%	1%	-12%	0%	13%
16	-8%	0%	2%	0%	-7%
17	1%	-3%	0%	3%	1%
18	x	-2%	9%	-18%	-18%
19	0%	-4%	0%	-14%	-15%
20	x	7%	13%	-17%	x

# Whole records as entered above. Order of values: MBNL1 CUG block	NPC1 promoter act	RORg inh	uPA generation	BRCA1 expr act	p53 reactivator	Rab9 prom act	ELG1 genotox	FLuc counter	VP16 counter
# CCOC(=O)c1cc(C)n(CCCN2CCOCC2)c1C is entered as -6%	-6%	-11%	4%	-6%	-3%	2%	1%	1%	-3%
# Cc1cccc(C(=O)Nc2ccc3c(c2)C(=O)NC3=O)c1 is entered as 13%	-1%	28%	-12%	1%	x	-2%	9%	-18%	-18%
# COc1ccc(S(=O)(=O)NC2CC(C)(C)NC(C)(C)C2)c(C)c1C is entered as 5%	2%	-13%	x	x	-8%	0%	2%	0%	-7%

# The list goes on.
no.	mol	MBNL1 CUG block	NPC1 promoter act	RORg inh	uPA generation	BRCA1 expr act
21	COc1ccc(Br)cc1C(=O)N/N=C/c1cccnc1	3%	-7%	9%	1%	-19%
22	O=C(COc1ccc(Cl)cc1)NCCN1CCCC1	0%	1%	x	4%	-1%
23	O=C(/C=C/c1ccc(O)c(O)c1)O[C@H](Cc1ccc(O)c(O)c1)C(=O)O	2%	-2%	-11%	x	x
24	O=C(c1cc(COc2ccc(F)c(F)c2)on1)N1CCN(C2CCCCC2)C(=O)C1	0%	9%	u	-5%	10%
25	Cc1ccccc1NC(=O)CC(C)S(=O)(=O)c1ccc2c(c1)NC(=O)CO2 (stereo unspecified)	-4%	-4%	-6%	-2%	-3%
26	CCOC(=O)C(NC(=O)c1ccccc1)=C1CCCCC1	4%	-1%	-5%	-5%	-4%
27	CN(NC(=O)c1ccc(Cl)cc1)c1cccc(Cl)n1	5%	-1%	1%	x	14%
28	CCC(=O)Nc1cccc(-c2cn3cccc(C)c3n2)c1	-7%	u	-25%	u	65%
29	Cc1cc(N2C(=O)c3ccc(C(=O)NCc4ccccc4)cc3C2=O)no1	u	-2%	18%	x	1%
30	COc1ccccc1Nc1cc(C(=O)NCc2cccnc2)c2ccccc2n1	0%	-2%	22%	4%	9%

no.	p53 reactivator	Rab9 prom act	ELG1 genotox	FLuc counter	VP16 counter
21	-1%	0%[1.84 µM]	4%	-1%	-1%
22	x	0%	1%	-1%	x
23	-4%	-2%	6%	-17%	0%
24	3%	11%	2%	-11%	-5%
25	-11%	4%	-3%	-5%	7%
26	3%	-7%	0%	-3%	2%
27	4%	4%	1%	-19%	7%
28	10%	u	12%	7.6µM*	-12%
29	x	-2%	x	-1%	-6%
30	-3%	4%	0%	8.5µM*	-16%

# Looked up one by one from above:
no.	mol	MBNL1 CUG block	NPC1 promoter act	RORg inh	uPA generation	BRCA1 expr act
21	COc1ccc(Br)cc1C(=O)N/N=C/c1cccnc1	3%	-7%	9%	1%	-19%
27	CN(NC(=O)c1ccc(Cl)cc1)c1cccc(Cl)n1	5%	-1%	1%	x	14%

no.	p53 reactivator	Rab9 prom act	ELG1 genotox	FLuc counter	VP16 counter
21	-1%	0%[1.84 µM]	4%	-1%	-1%
27	4%	4%	1%	-19%	7%

# Continuation:
no.	mol	MBNL1 CUG block	NPC1 promoter act	RORg inh	uPA generation	BRCA1 expr act
31	Cn1c(=O)c2cc(S(=O)(=O)NC(C(=O)Nc3cccnc3)c3ccccc3)ccc2n(C)c1=O (stereo unspecified)	-15%	-2%	11%	-2%	2%
32	Cc1ccc(Nc2nc(N)c([N+](=O)[O-])c(NCCO)n2)cc1	u	17%	31%	-6%	-45%
33	COc1ccc(C(=O)Cc2nnc(C)s2)c(OC)c1	-4%	17%	u	6%	11µM*
34	CSCCC(NC(=O)c1ccccc1Cl)C(=O)N1CCC1 (stereo unspecified)	x	-1%	x	8%	-3%
35	Cc1ccc(C(=O)N2CC(=O)Nc3ccccc32)o1	2%	-2%	-3%	-3%	-14%
36	COc1cccc(N2C(=O)c3cccnc3C2O)c1 (stereo unspecified)	-1%	0%	3%	-1%	-20%
37	C1=C(c2cccc3ccccc23)N2CCN=C2S1	24%	-4%	-42%	-3%	-23%
38	Nc1nnnn1/N=C/c1cc(Cl)ccc1O	25%	-3%	-6%	21%	-6%
39	CC(C)Cc1nc(SCc2cccnc2)c2c(=O)n(C)c(=O)n(C)c2n1	-6%	-5%	16%	-2%	-8%
40	COc1ccccc1CNC(=O)Cn1cccc1C(=O)c1ccccc1	6%	19%	23%	-2%	73%
41	O=C(N/N=C/c1ccco1)C1CC1c1ccccc1 (stereo unspecified)	13%	1%	12%	-4%	-2%
42	CN(Cc1ccco1)c1ncnc2ccc(-c3cccnc3)cc12	x	0%	-4%	x	x

no.	p53 reactivator	Rab9 prom act	ELG1 genotox	FLuc counter	VP16 counter
31	3%	-9%	-2%	-1%	-1%
32	u	12%	u	u	-1%
33	27%	u	u	u	u
34	19%	-1%	0%	-2%	x
35	-1%	-5%	0%	4%	2%
36	4%	-1%	-1%	0%	-1%
37	-18%	3%	-3%	2%	-5%
38	0%	-2%	1%	-1%	-7%
39	-5%	1%	-5%	-2%	-3%
40	u	16%	10%	-17%	-3%
41	-1%	-7%	2%	0%	-14%
42	x	-2%	x	7%	2%
